Chronic BCR inh: qHTS Assay to Find Inhibitors of Chronic Active B-Cell Receptor Signaling; Potency, µM (series often up to 46.1 µM), without a hit: top-dose ratio change, negative = lower green/red ratio, most hits filed as inhibitors; AID 493014, 2011; 340,000 compounds, 0.05% hits; ABC-DLBCL IkBa-CBG/CBR reporter, luminescence ratio, 4 h; active = well fitted inhibition curve with a large enough effect in the signal ratio, with a control signal flat, not every such curve was filed as active; inconclusive = small, poorly fitted or top-dose-only effect, or effect the other way, or a change in a side signal; the % refers to the signal ratio;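 note: potency is the fitted concentration of half-maximal effect; plate controls were basal doxycycline-induced cells for no effect and cells given 10 µM MG132 for full effect; MG132 reads +100%, hits lower the ratio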
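Doxycycline induced both beetle luciferases in TMD8 lymphoma cells; IKK-driven degradation limits the IkappaBalpha-fused green signal, while red luminescence normalises for cell number and nonspecific effects. Compounds tested up to 46 uM, 4 hrs.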
Integrin act MD: qHTS for Activators of Integrin-Mediated Alleviation for Muscular Dystrophy; AID 624291, 2012; alpha7betagal myoblasts, beta-gal FDG fluorescence, 48 h; 350,000 compounds, 0.064% hits; Potency, µM (top dose mostly 38.3 µM), inactives show top-dose activation, usual class: activators;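 note: potency is the fitted concentration of half-maximal effect; 100% = response of the positive control SU9516; nearly all actives have a fitted effect of over 60% in size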
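Alpha7betagal+/- myoblasts (passage 13) were plated 16-24 hr, then exposed to compounds (1:260 dilution of DMSO stock) for 48 hours at 37C. After MPER lysis, β-galactosidase reporter activity was read as FDG fluorescence (ex 480/em 540) after 30 minutes.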
TSG101-PTAP inh: qHTS Assay for Iinhibitors of HIV-1 Budding by Blocking the Interaction of PTAP/TSG101; Tumor susceptibility gene 101 protein (Homo sapiens), Q99816; Fluorescence polarization, FITC-PTAP peptide / Tsg101 binding; Potency, µM (series often up to 115 µM), for the others: top-dose activity change, negative = inhibition, most hits filed as inhibitors; 340,000 tested, under 10 active; AID 493005, 2010; active = well fitted inhibition curve with a large enough effect in the main read-out, with a control signal flat, not every such curve was filed as active; inconclusive = small, poorly fitted or top-dose-only effect, or effect the other way, or a change in a side signal; inactive = no such curve, though single readings can be large or run the other way; note: potency is the fitted concentration of half-maximal effect; % of control where 0% means no effect
Target sequence (Q99816 whole entry, looked up): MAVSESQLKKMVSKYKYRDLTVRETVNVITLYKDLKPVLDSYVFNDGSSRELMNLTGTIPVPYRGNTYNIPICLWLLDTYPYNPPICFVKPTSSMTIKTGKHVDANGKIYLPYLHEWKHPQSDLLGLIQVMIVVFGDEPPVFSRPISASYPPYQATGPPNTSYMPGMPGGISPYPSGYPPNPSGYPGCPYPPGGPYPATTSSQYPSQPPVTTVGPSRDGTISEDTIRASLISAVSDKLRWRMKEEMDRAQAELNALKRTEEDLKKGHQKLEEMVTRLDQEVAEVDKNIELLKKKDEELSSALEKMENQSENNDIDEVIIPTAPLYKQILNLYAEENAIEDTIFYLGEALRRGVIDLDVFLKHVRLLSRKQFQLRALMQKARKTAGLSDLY
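FP read-out: FITC-PTAP peptide, 50 nM final, binding Tsg101 binding domain, 10 uM final; 20 min, r.t.; 10 mM HEPES pH 7.5, 0.15 M NaCl, 0.01% Tween 20, 3 mM EDTA, 0.1 mM TCEP.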
Menin MLL FP TR: qHTS Assay for Inhibitors Targeting the Menin-MLL Interaction in MLL Related Leukemias: Competition With Texas Red Labeled MLL-derived Mutant Peptide | Potency, µM (top dose mostly 61.6 µM), inactives show at the highest dose FP activity change, negative = inhibition, hits mostly inhibitors | O00255 | Menin + Texas Red MLL mutant peptide, fluorescence polarization | 270,000 compounds, 0.23% hits; active = well fitted inhibition curve with a large enough effect in the polarisation, with a control signal flat, not every such curve was filed as active; inconclusive = small, poorly fitted or top-dose-only effect, or effect the other way, or a change in a side signal; inactive = no such curve, though single readings can be large or run the other way; the % refers to the polarisation; note: potency is the fitted concentration of half-maximal effect; % of control where 0% means no effect; many of its hits are not listed in these tables
Giardia killer: Small Molecules that selectively kill Giardia lamblia: qHTS. Giardia lamblia trophozoite viability. activity change, % at 7.66 µM, hits read low. 340,000 compounds, 0.15% hits. AID 540267, 2011; in the data active = activity change below about -80%; inconclusive = between about -30% and that limit;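 note: parasites exposed to compound for two days anaerobically before the ATP read; % is set by controls: 0 for no effect and ±100 for the full control effect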
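Viability, read as ATP luminescence: trophozoites at 100 cells/well, compound added, 48 hrs anaerobic at 37 deg C, then 15-30 min room-temperature development before reading.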
S-ASM inh: Inhibitors of Secretory Acid Sphingomyelinase (S-ASM): qHTS; Sphingomyelin phosphodiesterase (Homo sapiens), P17405; placental ASM, HMU-PC fluorogenic substrate, 60 min; Potency, µM (highest dose often 57.5 µM), without a hit: top-dose activity change, negative = inhibition, hits mostly inhibitors; 340,000 compounds, 0.006% hits; AID 504937, 2011; note: potency is the fitted concentration of half-maximal effect
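Fluorogenic HMU-PC substrate (9 uM final) is turned over by placental ASM in 60 min at 37 C after a 10 min compound preincubation. Reaction ended by alkaline stop (pH 10), with fluorescence read at 386/447 nm.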
Coupling enz: qHTS Assay for Inhibitors of Fructose-1,6-bisphosphate Aldolase from Giardia Lamblia: Coupling assay counterscreen. coupling enzyme system counterscreen, AmpLite Red fluorescence. activity change, negative = inhibition, % at 58.2 µM, hits read low. 290,000 compounds, 0.67% hits. AID 2472, 2010; in the data active = activity change below about -30%; note: % is set by controls: 0 for no effect and ±100 for the full control effect
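Coupling enzymes only (glyceraldehyde-3-phosphate) + compound, at 57.5 uM final, 10 min RT; add substrate/coupling/AmpLite Red mix, 20 min RT; fluorescence ex 525/em 598 nm. Actives flag coupling-system interference.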
B2AR arrestin: qHTS assay of beta-arrestin-biased ligands of beta2-adrenergic receptor | Beta-2 adrenergic receptor (Homo sapiens), P07550 | beta-arrestin recruitment to beta2AR, cell-based reporter | Potency, µM (doses to about 46.1 µM), inactives show top-dose activation, actives largely listed as activators | 330,000 compounds, 0.02% hits;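 note: potency is the fitted concentration of half-maximal effect; 0% = DMSO controls and full agonism = EC100 isoproterenol or metaproterenol; nearly all actives have a fitted effect of over 65% in size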
Target sequence (P07550 whole entry, looked up): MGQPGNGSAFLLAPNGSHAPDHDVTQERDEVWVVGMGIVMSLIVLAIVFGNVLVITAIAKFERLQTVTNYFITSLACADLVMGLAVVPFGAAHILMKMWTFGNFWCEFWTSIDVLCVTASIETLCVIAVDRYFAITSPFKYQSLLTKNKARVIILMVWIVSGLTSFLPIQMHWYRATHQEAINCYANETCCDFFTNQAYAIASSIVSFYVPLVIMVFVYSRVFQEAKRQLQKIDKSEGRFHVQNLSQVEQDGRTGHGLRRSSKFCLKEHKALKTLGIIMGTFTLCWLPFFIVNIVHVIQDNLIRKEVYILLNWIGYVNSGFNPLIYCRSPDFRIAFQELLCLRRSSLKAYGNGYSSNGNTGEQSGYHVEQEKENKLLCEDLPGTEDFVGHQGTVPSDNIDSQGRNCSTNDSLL
PKM2 activator: qHTS Assay for Activators of Human Muscle isoform 2 Pyruvate Kinase | Pyruvate kinase PKM (Homo sapiens), P14618 | 260,000 compounds, 0.34% hits | AID 1631, 2009 | Potency, µM (doses to about 57.5 µM), inactives show top-dose activation, most hits filed as activators | purified PKM2, Kinase-Glo ATP luminescence, activation; response scale: 0% is enzyme alone, no compound; note: potency is the fitted concentration of half-maximal effect; % is set by controls: 0 for no effect and ±100 for the full control effect; nearly all actives have a fitted effect of over 55% in size
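Kinase-Glo luminescence reports ATP generated from ADP (0.1 mM) and PEP (0.5 mM) by purified hPK-M2 after 1 h at room temperature, pH 7.2 imidazole buffer; intermediate enzyme activity allows detecting inhibitors and activators.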
Tb PFK inh: qHTS Assay to Find Inhibitors of T. brucei phosphofructokinase; ATP-dependent 6-phosphofructokinase (Trypanosoma brucei brucei), O15648; T. brucei PFK, ADP-Glo luminescence; Potency, µM (top dose mostly 57.5 µM), inactives show at the top dose activity, negative = inhibition, actives largely listed as inhibitors; 330,000 compounds, 0.17% hits;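 note: potency is the fitted concentration of half-maximal effect; 0% = uninhibited 1x PFK enzyme wells and -100% = no-enzyme wells; nearly all actives have a fitted effect of over 60% in size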
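ADP-Glo luminescence quantified ADP after 45 min at room temperature, with 1.25 nM T. brucei PFK, 0.1 mM ATP and 0.5 mM fructose-6-phosphate in pH 8.0 TEA buffer. qHTS titrations up to 57 µM; curves classified by quality.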
GALK inh: qHTS Assay for Inhibitors of Human Galactokinase (GALK) | Purified GALK, Kinase-Glo residual ATP luminescence | Potency, µM (titrated, usually from 57.5 µM), without a hit: at the highest dose activity change, negative = inhibition, hits mostly inhibitors | 270,000 compounds, 0.007% hits; note: potency is the fitted concentration of half-maximal effect; % is set by controls: 0 for no effect and ±100 for the full control effect
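Kinase-Glo Plus luminescence measured ATP left after a 1 h room-temperature reaction. The reaction used 5 nM GALK, 100 uM galactose and 35 uM ATP at pH 8.0 (20 mM HEPES, 5 mM MgCl2, 60 mM NaCl, 1 mM DTT, 0.01% BSA).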
* = called active by the depositor; ? = inconclusive; nt = no result given; [ ] = remark or other dose. Unless noted, calls come from the whole dose curve; as a rule, active = well fitted curve in the direction sought with a large enough effect; inconclusive = small, poorly fitted or top-dose-only effect, or another doubt; inactive = no such curve, though single readings can be large; an effect the other way counts as inactive or inconclusive.

SMILES	Chronic BCR inh	Integrin act MD	TSG101-PTAP inh	Menin MLL FP TR	Giardia killer	S-ASM inh	Coupling enz	B2AR arrestin	PKM2 activator	Tb PFK inh	GALK inh
Cc1ccc(-n2nc3c(c2NC(=O)CC(C)C)CS(=O)C3)cc1 (stereo not given)	1%	-4%	-9%	56%[activator]	33[activator]	4%	-1	0.3%	5%	1%	nt
COc1ccc(-c2noc(CN3CCOCC3)n2)cc1OC	?	5%	1%	-2%	4	2%	3	0.1%	3%	-4%	1%
CC(=O)Nc1ccc(Nc2ncnc3ccccc23)cc1	-5%	nt	nt	nt	nt	nt	2	0.3%	-3%	0%	0%
N#CNC(N)=Nc1cccc(Cl)c1	-4%	-5%	-13%	-20%	-4	-4%	-3	0.0%	-2%	2%	-2%
CCc1cc2c(Nc3ccccc3O)nc(C)nc2s1	-1%	-2%	-1%	18%	-16	3%	2	0.4%	-2%	-1%	-4%
O=[N+]([O-])c1ccc(C(O)CN2CCOCC2)cc1 (stereo not given)	1%	-1%	-1%	6%	6	1%	-2	0.3%	-1%	1%	5%
COc1ccc(Br)cc1CN(C)CC(=O)NCc1ccc(F)cc1	-6%	-29%	-2%	?	3	6%	3	-0.7%	nt	-5%	nt
COc1ccc(CCNC(=O)COC(=O)CSc2ccc([N+](=O)[O-])cc2)cc1OC	1%	-20%	-1%	nt	-16	-4%	nt	-0.3%	nt	0%	nt
Cc1[nH]c(=O)[nH]c(=O)c1NC(=O)c1ccc(OC(C)C)cc1	-27%	1%	-3%	5%	12	1%	5	0.0%	-1%	0%	6%
CN1CCN(S(=O)(=O)c2ccc(Br)c3nsnc23)CC1	14%	-40%	-3%	3%	12	1%	0	-0.7%	-5%	0%	0%
CC1=C(C(=O)OC2CCCCC2)C(c2cccnc2)n2nnnc2N1 (stereo not given)	-1%	-12%	-5%	-20%	5	35%[activator]	-3	1.2%	3%	-8%	nt
C=C(C)Cn1c(SCC(=O)N/N=C/c2c(O)ccc3ccccc23)nc2ccccc2c1=O	-1%	-20%	-7%	-6%	7	nt	-11	-0.6%	-9%	3%	0%
CCOC(=O)c1c(/N=C/C2=C(O)CC(C)(C)CC2=O)sc2c1CCCC2	?	-7%	-4%	nt	-1	15%	4	-0.5%	1%	0%	7%
Cc1cccc(C)c1NC(=O)c1cnn(-c2ccccc2)c1C	?	12%	-1%	-8%	7	1%	-3	0.3%	3%[11.5 µM]	-2%	-3%
O=C(Cc1c(F)cccc1Cl)Nc1cc(S(=O)(=O)N2CCCCC2)ccc1N1CCOCC1	5%	30%	0%	nt	19	-2%	-3	0.3%	-6%	-2%	3%
CCN(CC)N=Nc1ccc(C(=O)O)cc1	?	-2%	-1%	7%	5	5%	2	3.7%	-1%	5%	0%
Cc1cccc(OCCCC(=O)NC2CCCCC2)c1	-2%	-15%	0%	?	9	0%	1	0.3%	-1%[11.5 µM]	0%	-3%
COc1ccc(/C=C/c2ccc3cccc(O)c3n2)cc1Br	?	-46%[inhibitor]	-4%	?	-1	0%	0	0.2%	nt	-3%	3%
CC(=O)Oc1c(S(=O)(=O)c2ccc(C)cc2)c(C)nn1C(C)(C)C	-26%	-26%	0%	nt	7	0%	-5	0.1%	-2%	-1%	-2%
O=C(Nc1ccccc1)c1cc(Cl)nc2ccccc12	5%	-3%	-7%	-2%	-7	-3%	1	-1.2%	2%	0%	-1%

Full records as entered above:
Listed for `CCOC(=O)c1c(/N=C/C2=C(O)CC(C)(C)CC2=O)sc2c1CCCC2` = Chronic BCR inh: ?; Integrin act MD: -7%; TSG101-PTAP inh: -4%; Menin MLL FP TR: nt; Giardia killer: -1; S-ASM inh: 15%; Coupling enz: 4; B2AR arrestin: -0.5%; PKM2 activator: 1%; Tb PFK inh: 0%; GALK inh: 7%
Listed for `Cc1cccc(OCCCC(=O)NC2CCCCC2)c1` = Chronic BCR inh: -2%; Integrin act MD: -15%; TSG101-PTAP inh: 0%; Menin MLL FP TR: ?; Giardia killer: 9; S-ASM inh: 0%; Coupling enz: 1; B2AR arrestin: 0.3%; PKM2 activator: -1%[11.5 µM]; Tb PFK inh: 0%; GALK inh: -3%

Later entries
SMILES	Chronic BCR inh	Integrin act MD	TSG101-PTAP inh	Menin MLL FP TR	Giardia killer	S-ASM inh	Coupling enz	B2AR arrestin	PKM2 activator	Tb PFK inh	GALK inh
CCCc1c(C(=O)N/N=C(\C)CCc2ccc(OC)cc2)nnn1-c1nonc1N	-6%	30%	-8%	-9%	40[activator]	15%	5	-0.2%	nt	1%	-5%
Cc1ccc(S(=O)(=O)N2C[C@@H]3[C@H]4CC[C@H](C4)[C@@H]3[C@@H](C)[C@@H]2c2cn(Cc3ccccc3)c3ncccc23)cc1	12%	-14%	-1%	nt	-30	6%	nt	0.1%	nt	-5%	nt
CCOC(=O)C1=C(COC(=O)C(CC)c2ccccc2)NC(=O)NC1C (stereo not given)	?	-14%	-2%	nt	-5	-1%	nt	5.3%	nt	4%	nt
Cn1c(=O)c(C(=O)NC2CCCCCCC2)c(O)c2ccccc21	0%	4%	0%	0%	-11	-2%	0	0.3%	1%	-3%	0%
CC(=O)NN1C(=O)c2ccccc2NC1c1ccc([N+](=O)[O-])o1 (stereo not given)	11%	2%	-6%	15%	6	-3%	1	-0.3%	2%	?	-3%
O=[N+]([O-])c1ccc(-n2cccn2)c(-c2nn[nH]n2)c1	2%	-7%	-3%	10%	-1	0%	6	0.3%	5%	-7%	1%
O=C(CCC(=O)N(CC(=O)NC1CCCCC1)Cc1ccc(F)cc1)Nc1nccs1	5%	4%	0%	nt	3	-2%	1	-0.1%	nt	-2%	-2%
COc1cc(-c2nnc(COC(=O)c3c4c(nc5ccccc35)CCCC4)o2)cc(OC)c1OC	-10%	nt	nt	?	nt	nt	1	0.1%	-3%	5%	-2%
COc1cccc(NC(=S)N(CCC(C)C)C2CCN(C(C)=O)CC2)c1	3%	10%	1%	11%	-20	-1%	-1	0.2%	nt	-3%	-2%
Cc1cc(C(F)(F)F)nn1CC(=O)N1CCCCC1C (stereo not given)	0%	-9%	-5%	-5%	-3	0%	0	-0.3%	4%	1%	6%
COc1ccc(S(=O)(=O)N(C)CC(=O)NCc2cccnc2)cc1OC	-21%	26%	-3%	23%	17	0%	1	-0.2%	-2%	2%	-3%
CCOC(=O)N/N=C/c1cccnc1	5%	10%	0%	-4%	-4	4%	0	-0.1%	0%	-5%	-2%
CCOc1ccccc1N1CCN(C(=O)CC(C)C)CC1	-2%	-3%	1%	-8%	-25	3%	1	-0.2%	-1%	0%	4%
CCOc1ccc(OCC)c(NC(=O)C2CCN(S(=O)(=O)c3cccc4nonc34)CC2)c1	-17%	11%	0%	2%	16	-1%	-1	0.3%	-6%	-1%	-3%
COc1ccc(CCNC(=O)CSc2ccc3nnc(CCNC(=O)c4ccccc4)n3n2)cc1OC	4%	20%	1%	nt	-2	-1%	nt	0.1%	5%	0%	7%
CCC(SC1=N/C(=C/c2ccccc2OC)C(=O)N1c1ccccc1)C(=O)Nc1cc(C)on1 (stereo not given)	1%	-8%	-9%	0%	10	71%[activator]	-5	-0.9%	-1%	6%[0.46 µM]	-4%
COc1ccccc1NC(=O)C1=C(C)Nc2nnnn2C1c1ccccc1OC (stereo not given)	5%	8%	-1%	29%	9	46%[activator]	3	0.0%	9%	-2%	-1%
Cc1ccnc(NS(=O)(=O)c2ccc3c(c2)CCO3)c1	-3%	nt	nt	nt	nt	nt	0	-0.8%	?	0%	0%

The list is partial; rates above refer to the full screens.
